LmPK inh: inhibitors of Leishmania mexicana pyruvate kinase; 290,000 compounds, 0.37% hits; Potency, µM (top dose mostly 57.5 µM), inactives show at the top dose activity change, negative = inhibition, hits mostly inhibitors; purified LmPK, Kinase-Glo ATP luminescence, 1 h; Q27686; note: potency is the fitted concentration of half-maximal effect
Target sequence (Q27686 whole entry, looked up): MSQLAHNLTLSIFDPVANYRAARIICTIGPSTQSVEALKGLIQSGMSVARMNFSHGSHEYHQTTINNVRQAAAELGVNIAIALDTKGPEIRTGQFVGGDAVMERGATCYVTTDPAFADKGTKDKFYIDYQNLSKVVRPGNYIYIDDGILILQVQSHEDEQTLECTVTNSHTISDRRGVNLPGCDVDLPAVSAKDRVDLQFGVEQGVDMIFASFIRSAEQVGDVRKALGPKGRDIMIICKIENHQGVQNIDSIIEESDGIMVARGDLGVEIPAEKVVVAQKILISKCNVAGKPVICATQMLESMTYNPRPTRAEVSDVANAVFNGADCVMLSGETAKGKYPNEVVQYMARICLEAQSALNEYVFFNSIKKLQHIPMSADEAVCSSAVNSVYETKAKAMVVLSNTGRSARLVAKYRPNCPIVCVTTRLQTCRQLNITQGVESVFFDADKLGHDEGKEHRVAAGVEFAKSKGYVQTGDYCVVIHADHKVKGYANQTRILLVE
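In 50 mM imidazole pH 7.2 with 7 mM MgCl2, LmPK (0.1 nM) turned over PEP (0.5 mM) and ADP (0.1 mM) for 1 h at room temperature. Luciferase read-out of ATP.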
TbPYK inhibitor: T. brucei pyruvate kinase inhibition | Q57TT1 | TbPYK enzyme, Kinase-Glo Plus ATP luminescence, 45 min | Potency, µM (series often up to 76.8 µM), without a hit: top-dose activity, negative = inhibition, actives largely listed as inhibitors | 410,000 compounds, 0.12% hits | AID 624173; note: potency is the fitted concentration of half-maximal effect; nearly all actives have a fitted effect of over 50% in size
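In this concentration-response screen, enzyme-free wells defined baseline while DMSO plates tracked drift. Each reaction combined TbPYK, substrate, compound and 130 uM ADP for 45 min at room temperature. Kinase-Glo Plus luminescence gave the signal.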
AmpC no deterg: inhibitors of E. coli AmpC beta-lactamase without detergent; 330,000 compounds, 0.52% hits; Potency, µM (highest dose often 57.1 µM), inactives show at the highest dose activity change, negative = inhibition, most hits filed as inhibitors; AmpC nitrocefin hydrolysis, absorbance 480 nm, 0.0001% Triton; AID 485341; P00811;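 note: potency is the fitted concentration of half-maximal effect; plate controls were no compound for no effect and no enzyme for full effect; nearly all actives have a fitted effect of over 20% in size; some results filed as inactive show a strong effect at the top dose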
Target sequence (P00811 whole entry, looked up): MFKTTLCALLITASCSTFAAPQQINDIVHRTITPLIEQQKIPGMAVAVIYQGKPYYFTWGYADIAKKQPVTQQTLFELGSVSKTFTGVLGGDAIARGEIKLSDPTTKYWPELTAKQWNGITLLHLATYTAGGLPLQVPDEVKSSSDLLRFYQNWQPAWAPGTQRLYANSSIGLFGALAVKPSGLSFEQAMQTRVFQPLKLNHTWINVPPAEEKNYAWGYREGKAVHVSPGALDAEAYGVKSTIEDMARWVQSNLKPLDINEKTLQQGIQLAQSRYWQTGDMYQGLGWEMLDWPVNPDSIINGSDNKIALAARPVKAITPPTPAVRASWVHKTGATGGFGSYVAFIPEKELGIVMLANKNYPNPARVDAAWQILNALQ
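20 mM phosphate pH 7.0 + 0.01% (detergent screen) or 0.0001% Triton X-100; 5.3 nM AmpC reagent; cpd preinc 15 min RT; nitrocefin (800 uM stock) to start; A480 q20 s × 4 min; Activity was normalised to no-enzyme and no-compound control wells.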
HCMV inh: blocks human cytomegalovirus replication. HFF cells, HCMV-luciferase reporter, 72 h; stronger effect = lower value. activity change, negative = inhibition, % at 57.5 µM. 410,000 compounds, 4.5% hits. AID 1259415; in the data active = activity change below about -60%; inconclusive = no clear call, values can overlap the other calls; inactive = above about -39%
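Inhibition of viral replication was scored as loss of reporter luminescence in HFFs infected with HCMV-luciferase (MOI 1 PFU/cell) for 72 h; compounds tested at 2 doses, normalized to buffer and Salinomycin controls.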
HCV inhibitor: blocks hepatitis C virus; Huh7.5.1 HCVcc-Cre infection, luciferase reporter, 44 h; Potency, µM (titrated, usually from 41.8 µM), without a hit: at the highest dose activity change, negative = inhibition, most hits filed as inhibitors; 340,000 compounds, 3.4% hits; note: potency is the fitted concentration of half-maximal effect
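1,000 cells/well; 4 h culture; + compound; + HCVcc-Cre (~0.5 moi); 44 h; luciferase substrate, RT 15 min; read 15 sec.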
AmpC inh detg: inhibitors of E. coli AmpC beta-lactamase with detergent. AmpC hydrolysis of nitrocefin, absorbance 480 nm, 0.01% Triton. Potency, µM (highest dose often 114 µM), inactives show top-dose activity change, negative = inhibition, usual class: inhibitors. 370,000 compounds, 0.041% hits. AID 485294;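 note: potency is the fitted concentration of half-maximal effect; 0% = no-compound wells and -100% = no-enzyme wells; nearly all actives have a fitted effect of over 25% in size; some results filed as inactive show a strong effect at the top dose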
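AmpC (5.3 nM in the dispensed reagent) in 20 mM phosphate pH 7.0 with 0.01% (detergent screen) or 0.0001% Triton X-100 was preincubated with compounds for 15 min at room temperature. Nitrocefin was then added from an 800 uM solution, and hydrolysis was followed at 480 nm.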
AMA1-RON2 inh: disrupts binding of P. falciparum AMA1 to RON2; AlphaScreen AMA1-biotinylated RON2 peptide binding; Potency, µM (highest dose often 58.2 µM), for the others: at the highest dose activity change, negative = inhibition, hits mostly inhibitors; 360,000 compounds, 0.2% hits; AID 720542;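 note: potency is the fitted concentration of half-maximal effect; 0% = vehicle wells and -100% = peptide control; nearly all actives have a fitted effect of over 45% in size; some results filed as inactive show a strong effect at the top dose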
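AMA1 (3D7) with his tag at 25 nM final met compounds first, then biotinylated RON2 peptide at 25 nM; detection used donor plus acceptor beads, 10 µg/mL apiece, read by AlphaScreen after 30 min at room temperature.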
An asterisk follows results filed as active; ? = inconclusive; . = no result given; & = joins results of further samples; [ ] = another dose, or the depositor's remark. Unless noted, calls come from the whole dose curve; as a rule, active = well fitted curve in the direction sought with a large enough effect; inconclusive = small, poorly fitted or top-dose-only effect, or another doubt; inactive = no such curve, though single readings can be large; an effect the other way counts as inactive or inconclusive. Unless noted, % is set by controls: 0 for no effect and ±100 for the full control effect.

no.	compound	TbPYK inhibitor	LmPK inh	AmpC no deterg	HCMV inh
1	COc1ccc(NC(=O)c2ccc(NCC3CCCO3)c([N+](=O)[O-])c2)cc1 (stereo not drawn)	-2%	0%	-19%	-27
2	O=C(Cc1cn2ccsc2n1)Nc1ccccc1Oc1ccccc1	2%	1%	-1%	-25
3	Nn1c(SCC(=O)Nc2ccc(OC(F)F)cc2)nnc(Cc2ccccc2)c1=O	1%	.	-13%	-14
4	O=C(OC1CCOC1=O)c1cccc(S(=O)(=O)Nc2ccc(F)cc2)c1 (stereo not drawn)	4%	0%	-26%	-13
5	CCCCNc1c(-c2ccc(SC3CCCCC3)cc2)nc2ccccn12	-2%&-22%	.	-33%	?
6	COC(=O)c1ccc(COC(=O)CNC(=O)CNC(=O)c2ccc(C)cc2)cc1	2%	0%	4%[2.29 µM]	-38
7	O=C1NCC(c2ccccc2)C1C(=O)N/N=C\c1ccc(-c2cccc(Cl)c2Cl)o1 (stereo not drawn)	0%	2%	17%	-9
8	O=C(CNC(=O)COc1ccccc1)NCc1cccnc1	-2%	4%	-12%	-18
9	CC1CCN(C(=O)c2ccc3c(c2)C(=O)c2ccccc2-3)CC1	-1%	.	.	?
10	CC(C)(C)NC(=O)c1ccc(COc2ccccc2Br)o1	0%	6%	20%	-15

no.	AMA1-RON2 inh	HCV inhibitor	AmpC inh detg
1	-4%	?	3%
2	-13%	7%	-21%
3	44%[activator]	-2%	?
4	4%	14%	-10%
5	9%&-13%	?	?
6	-1%	9%	0%
7	9%	-23%	-6%
8	0%	-3%	-3%
9	-4%	.	.
10	-5%	?	2%

(next part)
no.	compound	TbPYK inhibitor	LmPK inh	AmpC no deterg	HCMV inh
11	CC1=C(C/C=C(\C)CCC[C@H](C)CCC[C@H](C)CCCC(C)C)C(=O)c2ccccc2C1=O	4%	.	.	34
12	Oc1ccccc1CNc1ccc(Br)cn1	-7%	-3%	-30%	-105*
13	O=S(=O)(c1cccc2nsnc12)N1CCN(c2ncccn2)CC1	-1%	-4%	-2%	58
14	CSc1ccc(-c2nc(O)c3cnccn23)cc1	-8%	5%	-17%	-16
15	COc1ccccc1CNC(=O)COC(=O)Cc1c[nH]c2ccccc12	-7%	.	-22%	6
16	Cc1nnc(NC(=O)c2cccn(Cc3ccccc3)c2=O)s1	-2%	.	.	8
17	CCCNc1nc(N2CCCC2)nc(N2CCCC2)n1	-5%	-10%	0%	81
18	CC(C)Cc1cc(C(=O)Nc2cc(C(F)(F)F)ccc2Cl)no1	0%	-3%	-26%	-11
19	O=C(Cn1nc(-c2ccccc2)c2ccccc2c1=O)NCCN1CCOCC1	0%	-11%	-26%	64
20	Cc1ccc2c(c1)c(=O)c(S(=O)(=O)c1ccc(F)cc1)cn2CC(=O)Nc1ccc2c(c1)OCO2	4%	.	.	-10

no.	AMA1-RON2 inh	HCV inhibitor	AmpC inh detg
11	-7%	21%	.
12	5%	?	-1%
13	-9%	20%	-2%
14	8%	8%	-4%
15	6%	16%	-9%
16	.	.	2%
17	6%	11µM*	-10%
18	37%[activator]	7%	-2%
19	-7%	-6%	-3%
20	.	.	-4%

More results follow.
no.	compound	TbPYK inhibitor	LmPK inh	AmpC no deterg	HCMV inh
21	CCOCCCNC(=O)/C(C#N)=C/c1ccc(C(=O)OC)cc1	2%	5%	-11%	-18
22	CC(/C=C1\SC(=O)N(CC(=O)Nc2ccc(O)cc2)C1=O)=C\c1ccccc1	-3%	2%	-34%	-40
23	CCc1ccccc1NC(=O)C(CC)Sc1nc2cc3c(cc2c(=O)n1Cc1ccco1)OCO3 (stereo not drawn)	-6%	-2%	4%	-94*
24	CCn1c(SCC(=O)Nc2ccc(OC)cc2OC)nc2nc3c(cc2c1=O)COC(C)(C)C3	1%	6%	118%[activator]	?
25	CCC12CCCN3CCC4(C(=C(C(=O)OC)C1)Nc1ccccc14)C32 (stereo not drawn)	-16%	0%	-1%	131
26	COc1ccc(C(=O)COC(=O)c2ccccc2NS(=O)(=O)c2ccc(O)c([N+](=O)[O-])c2)cc1	-2%	3%	-48%	-9
27	Cn1nc(C(=O)NCc2ccccc2Cl)c2c1-c1ccccc1SC2	-4%	.	.	-34
28	COC(=O)C(C)Sc1snnc1-c1ccccc1 (stereo not drawn)	-6%	9%	0%	-5
29	Cn1cnc2cc(NC(=O)c3ccc(Cl)cc3)ccc21	1%	1%	-11%	-4
30	NC(=O)NC1NC(=O)NC1=O (stereo not drawn)	-5%	-10%	-9%	-27

no.	AMA1-RON2 inh	HCV inhibitor	AmpC inh detg
21	-5%	0%	3%
22	-1%	?	?
23	11%	?	-9%
24	-11%	?	1%
25	?	-9%	?
26	0%	?	0%
27	.	.	11%
28	0%	10%	0%
29	7%	-14%	-4%
30	6%	13%	1%

The listing continues:
no.	compound	TbPYK inhibitor	LmPK inh	AmpC no deterg	HCMV inh
31	Cc1ccc(NC(=O)COC(=O)c2ccc3c(c2)OCO3)c(C)c1	-3%	3%	-18%	-14
32	O=C(CCNC(=O)Cn1ccc2ccccc2c1=O)NCCN1CCN(c2cccc(Cl)c2)CC1	5%	-3%	80%[activator]	-17
33	CCOc1cc2c(C#N)c(N3CCCCC3)nc(N)c2c(N)n1	3%	6%	-23%	27
34	Cc1cc(C)nc(N2CCC(C(=O)NNC(=O)c3ccccc3)CC2)n1	9%	-6%	-32%	-10
35	CCn1c(SCC(=O)NCc2ccccc2)nnc1-c1ccccc1O	18%	-1%	-7%	5
36	CCN(CC)c1ccc(N=C2C(=O)Nc3ccccc32)cc1	?	?	-8%	-96*
37	CCN(CC)CCn1cnc2c1c(=O)n(CCOC(=O)c1cc(OC)c(OC)c(OC)c1)c(=O)n2C	3%	-5%	26%	135
38	CCCCCCC1CCC(c2nc(-c3ccncc3)no2)CC1 (stereo not drawn)	3%	1%	-13%	-30
39	COc1cccc(CNC(=O)CSc2nnc(C)c3c(C)n(-c4ccccc4)nc23)c1OC	1%	.	.	-19
40	CCN(CC(=O)NCc1ccc(F)cc1)C(=O)COc1ccc(C)c(C)c1	-5%	1%	10%	-65*

no.	AMA1-RON2 inh	HCV inhibitor	AmpC inh detg
31	1%	16%	-5%
32	-1%	15%&-12%	2%
33	48%[activator]	-27%	4%
34	71%[activator]	12%	-16%
35	4%	0%	?
36	?	?	-4%
37	?	2%	2%
38	3%	17%	?
39	.	.	25%
40	-6%	?	-4%

Random excerpt: 5 entries already listed, in no set order.
no.	compound	TbPYK inhibitor	LmPK inh	AmpC no deterg	HCMV inh
37	CCN(CC)CCn1cnc2c1c(=O)n(CCOC(=O)c1cc(OC)c(OC)c(OC)c1)c(=O)n2C	3%	-5%	26%	135
40	CCN(CC(=O)NCc1ccc(F)cc1)C(=O)COc1ccc(C)c(C)c1	-5%	1%	10%	-65*
39	COc1cccc(CNC(=O)CSc2nnc(C)c3c(C)n(-c4ccccc4)nc23)c1OC	1%	.	.	-19
34	Cc1cc(C)nc(N2CCC(C(=O)NNC(=O)c3ccccc3)CC2)n1	9%	-6%	-32%	-10
33	CCOc1cc2c(C#N)c(N3CCCCC3)nc(N)c2c(N)n1	3%	6%	-23%	27

no.	AMA1-RON2 inh	HCV inhibitor	AmpC inh detg
37	?	2%	2%
40	-6%	?	-4%
39	.	.	25%
34	71%[activator]	12%	-16%
33	48%[activator]	-27%	4%

Following part:
no.	compound	TbPYK inhibitor	LmPK inh	AmpC no deterg	HCMV inh
41	COc1ccc(OC)c(CN2CCN(C(=O)CNC(=O)c3ccccc3F)CC2)c1	7%	.	9%	-1
42	CCOC(=O)C1CCN(C(=O)CCNC(=O)c2ccccc2OC)CC1	-12%	.	.	-4
43	C=CCOc1ccc(C2=NO[C@@H]3[C@@H]4C[C@@H]([C@H]5C(=O)N(C)C(=O)[C@@H]45)[C@H]23)cc1	0%	10%	32%	26
44	COc1ccc(C2c3[nH]c4ccccc4c3CCN2C(=O)c2cc3ncccn3n2)c(F)c1 (stereo not drawn)	-1%	-7%	99%[activator]	58
45	Nc1ccc(S(=O)(=O)Nc2cc(Cl)c(N)c(Cl)c2)cc1	2%	.	.	?
46	CCOP(=O)(OCC)C(Nc1cc(Cl)cc(Cl)c1)c1cccc(O)c1 (stereo not drawn)	2%	2%	72%[activator]	27
47	CC(=O)c1cccc(N=Cc2c(O)ccc3ccccc23)c1	1%	1%	-14%	12
48	CCCCOC(=O)c1ccc(-c2ccc(/C=N/NC(=S)NCC)o2)cc1	-3%	-5%	-31%	23
49	C[C@@]12CCC3[C@@](CCC4[C@@]3(C)CCC[C@@]4(C)C(=O)NC3CCCCC3)(CC1=O)C2 (stereo partly drawn)	-2%	.	10%	73
50	Cc1cnc(CN2CCc3c([nH]c4ccccc34)C2C2CCCCC2)[nH]1 (stereo not drawn)	-3%	6%	-14%	19

no.	AMA1-RON2 inh	HCV inhibitor	AmpC inh detg
41	-13%	-9%	.
42	35%[activator]	-9%	.
43	4%	?	0%
44	?	?	-4%
45	6%	-3%	.
46	-5%	4%	-10%
47	-4%	4%	?
48	68%[activator]	-4%	1%
49	3%	-1%	-6%
50	9%	?	0%

A draw from above in order of heavy-atom count, ascending:
no.	compound	TbPYK inhibitor	LmPK inh	AmpC no deterg	HCMV inh
45	Nc1ccc(S(=O)(=O)Nc2cc(Cl)c(N)c(Cl)c2)cc1	2%	.	.	?
46	CCOP(=O)(OCC)C(Nc1cc(Cl)cc(Cl)c1)c1cccc(O)c1 (stereo not drawn)	2%	2%	72%[activator]	27
41	COc1ccc(OC)c(CN2CCN(C(=O)CNC(=O)c3ccccc3F)CC2)c1	7%	.	9%	-1

no.	AMA1-RON2 inh	HCV inhibitor	AmpC inh detg
45	6%	-3%	.
46	-5%	4%	-10%
41	-13%	-9%	.

The results go on:
no.	compound	TbPYK inhibitor	LmPK inh	AmpC no deterg	HCMV inh
51	COc1ccc(Oc2cc(C)c3ccccc3n2)cc1	-3%	2%	-17%	5
52	COc1ccccc1N(C)S(=O)(=O)c1ccc(C(=O)OCC(=O)c2c[nH]c3ccccc23)cc1	9%	-1%	?	61
53	O=C1c2ccccc2C(=O)N1CCCc1nc2ccccc2c(=O)n1Cc1ccco1	-6%	0%	-33%	-1
54	CN(C)CCNc1ncnc2c1cnn2-c1cccc(Cl)c1	-7%	.	.	12

no.	AMA1-RON2 inh	HCV inhibitor	AmpC inh detg
51	-3%	?	-12%
52	1%	-3%	?
53	5%	23%	-14%
54	.	.	7%
